# Source: PubChem BioAssay (The Scripps Research Institute Molecular Screening Center)
# SIAE inh: inhibitors of human sialic acid acetylesterase SIAE | inhibition, % at 9.66 µM | hit rate 0.69% among 370,000 | AID 1053197 | SIAE FP-Rh probe binding, fluorescence polarization | Q9HAT2;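 active = inhibition above a cutoff: mean of compounds within the control limits plus 3 SD of those, cut at about 17% in these data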;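 note: 0% = plate median of compound wells and 100% = probe without SIAE protein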
# LEDGF integ inh: blocks HIV-1 LEDGF/p75-dependent DNA integration. TR-FRET IN-LEDGF/p75 DNA integration, Eu/Cy5. inhibition, % at 3.7 µM. hit rate 0.64% among 370,000. AID 743269;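 active = inhibition above the screen-wide mean plus 3 SD, cut at about 13% in these data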;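 note: signal is the Cy5 over europium emission ratio at 671 and 618 nm; 0% = plate median of compound wells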
# DDE Tn7 FP inh: DD(E)-Tn7 binding inhibition, primary FP screen. inhibition, % at 8.3 µM. P02675. FP displacement of FITC-Tn7 peptide from fibrin DD(E); 0% = median of compound wells per plate. hit rate 0.13% among 370,000. AID 720508;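 active = inhibition above the mean of compounds falling within the control limits plus 3 SD of them, cut at about 14% in these data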;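 note: 0% = plate median of compound wells and 100% = 10 µM Aha-Tn7 peptide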
# Target sequence (P02675 whole entry, looked up): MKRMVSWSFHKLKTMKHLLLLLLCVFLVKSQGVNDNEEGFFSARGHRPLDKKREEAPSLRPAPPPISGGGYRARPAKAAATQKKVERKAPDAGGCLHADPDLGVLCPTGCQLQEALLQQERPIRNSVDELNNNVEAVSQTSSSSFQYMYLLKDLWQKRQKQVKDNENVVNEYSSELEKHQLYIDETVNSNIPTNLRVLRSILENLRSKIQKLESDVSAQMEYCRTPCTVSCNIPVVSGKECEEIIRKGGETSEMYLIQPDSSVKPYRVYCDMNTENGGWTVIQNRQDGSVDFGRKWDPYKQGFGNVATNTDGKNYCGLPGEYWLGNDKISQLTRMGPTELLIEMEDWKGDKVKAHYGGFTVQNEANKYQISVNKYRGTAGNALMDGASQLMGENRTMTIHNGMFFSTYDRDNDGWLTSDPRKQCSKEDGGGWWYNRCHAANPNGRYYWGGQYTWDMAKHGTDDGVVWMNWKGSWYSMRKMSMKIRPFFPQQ
#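 Test system: human clot-derived fibrin DD(E) complex / Quantity: 2 µM final DD(E) protein / Incubation: 10 min plus 3 h, room temperature / Measured by: fluorescence polarization / Benchmarks: high control of 10 µM Aha-Tn7 peptide / Replicates: singlicate testing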
# PRMT1 FP inh: inhibitors of human PRMT1; recombinant PRMT1, activity-based probe fluorescence polarization; Q99873; AID 652257; hit rate 1.3% among 370,000; inhibition, % at 2.79 µM;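 active = inhibition above about 21% made by adding two undisclosed values, limit read from the data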
# TCR-CD3 inh: blocks the human TCR-CD3 interaction; TAMRA-labeled TCR probe fluorescence, biochemical; inhibition, % at 9.4 µM; hit rate 0.37% among 360,000; AID 651800; in the data active = inhibition above about 19%;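 note: recombinant mutant TCR 2C K166C tagged with TAMRA read by polarization; 0% = receptor in buffer alone and 100% = receptor with positive control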
# UHRF1 MBD2 ctr: human UHRF1 methylated DNA binding inhibitors; Q96T88; UHRF1 binding to methylated oligo, TR-FRET; hit rate 0.75% among 370,000; inhibition, % at 4.4 µM; in the data active = inhibition above about 21%;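 note: UHRF1 SRA domain binding a hemimethylated CpG hairpin DNA probe; 0% = median of test compound wells and 100% = reference inhibitor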
# MBD2 DNA inh: inhibitors of human MBD2 binding to methylated oligonucleotide | Q9UBB5 | TR-FRET | inhibition, % at 4.4 µM | hit rate 0.31% among 370,000 | AID 686964; in the data active = inhibition above about 13%
# Target sequence (Q9UBB5 whole entry, looked up): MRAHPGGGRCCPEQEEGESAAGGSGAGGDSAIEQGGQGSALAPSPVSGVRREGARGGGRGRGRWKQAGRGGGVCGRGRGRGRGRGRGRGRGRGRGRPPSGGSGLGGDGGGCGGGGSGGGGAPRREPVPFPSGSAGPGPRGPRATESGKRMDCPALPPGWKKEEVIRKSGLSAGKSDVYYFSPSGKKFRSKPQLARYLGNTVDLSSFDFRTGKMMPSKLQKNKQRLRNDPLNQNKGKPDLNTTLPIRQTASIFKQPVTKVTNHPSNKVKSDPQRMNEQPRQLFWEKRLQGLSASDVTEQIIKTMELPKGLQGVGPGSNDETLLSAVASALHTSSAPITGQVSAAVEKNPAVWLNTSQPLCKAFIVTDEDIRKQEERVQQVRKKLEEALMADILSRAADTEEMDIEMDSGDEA
# KLK7 zymogen act: activators of human kallikrein-7 zymogen; purified proKLK7, EDANS-DABCYL substrate fluorescence; 100% is mature enzyme control, 0% vehicle; activation, % at 7 µM; hit rate 0.9% among 370,000; AID 652039;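 active = activation above the mean of all tested compounds plus 3 SD, computed per campaign excluding outliers beyond control limits, cut at about 13% in these data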
# Tn6 DDE FP: inhibitors of Tn6 peptide binding to human fibrin DD(E). Fibrin DD(E) TRITC-Tn6 fluorescence polarization displacement. inhibition, % at 8.3 µM. hit rate 0.21% among 370,000. AID 720509;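 active = inhibition above a per-campaign cutoff: mean of compounds within control limits plus 3 SD, cut at about 15% in these data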;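 note: 0% = median of all compound wells on the plate and 100% = blocking peptide control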
# TDP2 absorb: blocks human TDP2 phosphodiesterase activity | O95551 | recombinant TDP2, T5PNP hydrolysis, p-nitrophenol absorbance 415 nm | inhibition, % at 12.8 µM | hit rate 0.34% among 370,000;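 active = inhibition above the mean of all tested compounds plus 3 SD, set per campaign, cut at about 25% in these data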;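 note: 0% = DMSO with enzyme and 100% = buffer with substrate but no TDP2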
#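 Test system: Human TDP2 enzyme | Reagent: 5 mM T5PNP | Compound dosing: 12.8 µM single point, 1% DMSO | Incubation: Enzyme reaction with compound for 2 h at 37 °C | Technique: p-Nitrophenol epi absorbance | Read-out: % inhibition relative to enzyme-containing and enzyme-free wells | Benchmarks: High control without enzyme, low control DMSO plus TDP2 | Replicates: Singlicate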
# Numbers without * were called inactive; / = no result given; & = joins results of further samples. These rows are one share of the data; the hit share may differ from the screen's.
# The line under a structure holds: SIAE inh	LEDGF integ inh	DDE Tn7 FP inh	PRMT1 FP inh	TCR-CD3 inh	UHRF1 MBD2 ctr	MBD2 DNA inh	KLK7 zymogen act	Tn6 DDE FP	TDP2 absorb
CN1CCN(c2ccc(C(N)=O)cc2[N+](=O)[O-])CC1
→ 9	1	0	-2	-5	-4	-3	0.1	-4	-5
C[C@]12CC[C@H](O)C[C@H]1CC[C@@H]1C2CC[C@]2(C)[C@@H](C3=CC(=O)OC3)[C@@H](O)C[C@]12O (some centres undefined)
→ 0	0	-3	0	-5	12	8	-0.4	0	3
O=S(=O)(NC1CCCCCCC1)OCC(Cl)(Cl)Cl
→ -2	2	-4	0	2	2	2	0.3	3	6
COCc1cc(OC(=O)N(C)C)nc(-c2ccccc2)n1
→ 4	-1	-1	-1	-5	1	-7	-1.2	5	0
CC(C)(C)C(=O)NC1CCSC1=O (centres undefined)
→ -2	1	-5	-6	2	2	-5	-0.1	8	3
Cc1cc(/C=C2\C(=O)NC(=O)N(c3ccc(Cl)cc3)C2=O)c(C)n1-c1cccc(C(=O)O)c1
→ 0	10	2	21	-4	6	5	-0.5	4	0
COC(=O)C1=C(c2ccccc2)C[C@@H]2CC[C@H]1N2C(=O)NCCS(C)=O (some centres undefined)
→ -1	-1	-2	-1	3	-2	-7	0.5	-10	7
O=c1cccc2n1CC1CNCC2C1 (centres undefined)
→ -3	-3	8	0	-1	3	1	-0.1	-6	9
CCSc1cc(C2C(C#N)=C(N)Oc3n[nH]c(C)c32)c(C)o1 (centres undefined)
→ 4	1	0	4	1	-9	-4	0.5	-2	3
CC(C)CCN1CCN(Cc2c(F)cccc2Cl)CC1CCO (centres undefined)
→ -2	0	9	-2	11	0	-3	-0.4	0	-8
CCOc1cc2c(cc1OCC)-n1cccc1C(c1cc(C)c(OC)cc1C)NC2 (centres undefined)
→ 0	1	4	4	5	0	1	0.4	5	-3
C=C1C(=O)OC2C1CCC(C)C1(O)C=CC(=O)C21C (centres undefined)
→ 1	-1	1	3	1	0	-2	-0.2	6	-6
C=CCN1CC[C@]23c4c5ccc(O)c4O[C@H]2/C(=N/NC(=O)c2ccccc2)CC[C@@]3(O)[C@H]1C5
→ 2	1	-11	-3	7	2	-2	-0.4	-4	-8
FC(F)(F)c1ccc(CN2CCNCC2)cc1
→ -3	-3	-6	0	-8	2	-1	0.2	-2	-3
CCCCCn1c(=O)c(C(=O)NC(C)c2ccccc2)c(O)c2ccccc21 (centres undefined)
→ -8	-3	4	1	-1	2	2	0.6	-1	5
O=C1NCN(c2ccccc2)C12CCN(C(c1nnnn1C1CCCC1)C1CC1)CC2 (centres undefined)
→ -1	-3	5	1	3	-3	0	-0.4	2	-6
Cc1ccc(CN2CCCN(Cc3ccccc3C)S2(=O)=O)cc1
→ 0	4	3	-3	5	-2	-4	-0.5	2	-3
CC1N=C(c2ccccc2Cl)c2cc(Br)ccc2NC1=O (centres undefined)
→ -10	-1	-2	-1	8	1	-1	0.1	8	-8
COP(=O)(Cc1ccc(C#N)o1)OC
→ 2	-2	-2	-2	4	0	2	-0.1	3	8
COc1cc2c(c(OC)c1)C(=O)OC(C)CCCC(=O)CCCCC2 (centres undefined)
→ 3	1	-3	-4	3	-2	-3	-0.9	-1	2
CC(C)CNc1c2c(nc3ccccc13)CCC2
→ 1	1	-7	-7	-1	-1	-2	-0.5	-2	-22
Cc1ccn2nc(S(=O)(=O)Nc3c(F)cccc3F)nc2n1
→ -3	0	-7	3	-1	0	-3	0.0	-6	7
C[N+]12CCC(CC1)C(C(O)(c1cccc(Cl)c1)c1cccc(Cl)c1)C2 (centres undefined)
→ 4	-4	-10	0	10	3	-2	0.8	-2	-14
COc1ccc(OC)c(C2=NOC(C(=O)N3CCC4(CC3)OCCO4)C2)c1 (centres undefined)
→ 14	6	-10	0	-3	-2	-7	-0.7	-10	-1
N#CCCCCC#N
→ -4	0	-2	-2	4	-2	-4	-0.3	-1	-10
C=C1C(O)(c2ccccc2)C2CC[N+]1(C)CC2 (centres undefined)
→ 5	1	-2	1	0	-1	-4	0.7	-4	0
Cc1ccc(S(=O)(=O)N2Cc3ccccc3-n3nncc3C2)cc1
→ 4	0	-2	4	-2	4	-1	0.3	4	-3
Cc1cc(C)n2c(Br)c(CN3CC4CC(C3)c3cccc(=O)n3C4)nc2n1 (centres undefined)
→ 2	-4	6	2	-13	0	2	1.6	2	6
Cc1ccc(S(=O)(=O)N[C@@H](CCCCN)C(=O)CCl)cc1
→ 6	-4	3	11	0	-2	-4	-0.4	0	-6
NNP(=O)(CC(=O)c1ccccc1)c1ccccc1 (centres undefined)
→ -5	-5	2	2	-3	-3	4	0.1	3	3
CN(C)[C@@H]1C(=O)C(C(N)=O)=C(O)[C@@]2(O)C(=O)C3=C(O)c4c(O)cccc4[C@@](C)(O)C3[C@H](O)C12 (some centres undefined)
→ 17	42*	4	36*	27*	62*	19*	-1.5	-2	14
O=C(COc1ccccc1)N1CCN(CC(O)COc2ccccc2)CC1 (centres undefined)
→ -11	2	-4	-3	3	4	2	-0.4	-8	-11
Cc1ccc(-n2c(O)c(C=NCc3ccco3)c(=O)[nH]c2=S)cc1C
→ -25	3	-1	21	-62	-2	-7	-0.1	0	-5
O=C(O)c1cc2ccccc2n1C1CCN(Cc2ccccc2)CC1
→ 4	-1	2	-1	/	-1	4	0.3	-5	5
Cc1cc(N2C(=O)C3CCCN3C2c2cccc(Cl)c2)no1 (centres undefined)
→ -5	-2	-3	-1	3	0	-4	-0.3	-2	-14
O=C(Cn1cnc2ccccc2c1=O)NCCC(=O)N1CCC2(CC1)OCCO2
→ -5	0	9	2	7	1	3	0.6	10	3
CSc1ccc(C(=O)C2CCCN(Cc3ccn[nH]3)C2)cc1 (centres undefined)
→ 3	0	-5	0	3	-2	-7	0.2	-5	6
COc1cc(C=C2C(=O)NC(=O)NC2=O)cc(OC)c1OC
→ -1	1	-5	6	-6	-4	-2	-0.3	-6	15
CC1CC2(O)c3nonc3CCC2N1O (centres undefined)
→ -10	5	-6	6	-5	5	9	-0.5	-6	-1
C[C@]12CCC3C(CC[C@H]4[C@H](O)[C@H](O)CC[C@]34C)C1CC[C@@H]2O (some centres undefined)
→ 8	6	3	4	-6	1	4	0.3	9	8
C=CC(=O)NCNC(=O)C=C
→ 4	-1	0	-1	-4	5	-2	-0.5	-2	0
CC(=NCc1ccc2c(c1)OCO2)c1c(O)n(-c2ccccc2)c(=O)[nH]c1=O
→ 1	5	-6	-5	-1	4	0	0.0	1	-12
COCCNC(=O)N1[C@H]2CC[C@@H]1C(C(=O)OC)=C(c1cccc(C#N)c1)C2
→ -1	-2	0	-1	3	-1	-4	0.0	1	-1
CN(CCc1nnc(N)s1)[N+](=O)[O-]
→ -3	6	2	-2	-5	1	3	0.0	-8	3
Oc1ccc(CC2(N3CCCC3)CCCCC2)cc1
→ -2	-5	4	-2	2	2	-2	0.1	3	-16

# Gathered by group, those above with an aryl thioether with sulfur outside any ring (2)
# The line under a structure holds: SIAE inh	LEDGF integ inh	DDE Tn7 FP inh	PRMT1 FP inh	TCR-CD3 inh	UHRF1 MBD2 ctr	MBD2 DNA inh	KLK7 zymogen act	Tn6 DDE FP	TDP2 absorb
CCSc1cc(C2C(C#N)=C(N)Oc3n[nH]c(C)c32)c(C)o1 (centres undefined)
→ 4	1	0	4	1	-9	-4	0.5	-2	3
CSc1ccc(C(=O)C2CCCN(Cc3ccn[nH]3)C2)cc1 (centres undefined)
→ 3	0	-5	0	3	-2	-7	0.2	-5	6

# Next compounds.
# The line under a structure holds: SIAE inh	LEDGF integ inh	DDE Tn7 FP inh	PRMT1 FP inh	TCR-CD3 inh	UHRF1 MBD2 ctr	MBD2 DNA inh	KLK7 zymogen act	Tn6 DDE FP	TDP2 absorb
COc1c2c(cc3c1OCO3)CC[N+](C)=C2
→ -2	-5	2	0	0	2	-4	0.5	2	-2
COc1ccc(-c2ccc3c(c2)CN(C(=O)CCc2ccccc2)Cc2cnnn2-3)cc1
→ -11	-2	3	2	-4	1	5	-1.2	-3	13
CCN(CC)C(=O)c1ccc(NC(=O)C2=C(C)OCCS2)cc1
→ -3	1	-1	-4	-3	1	-4	0.8	-8	3
COc1ccc(OC)c(N2C(=O)NC(=O)/C(=C\c3ccc([N+](=O)[O-])s3)C2=O)c1
→ -8	11	-4	28*	-32	3	-3	0.1	-8	28*
CN(C)c1ccc(/C=C2/C(=O)NC(=O)N(Cc3ccco3)C2=O)cc1
→ -13	66*	-5	29*	-1	68*	15*	0.0	0	15
O=C1NC(=O)N(c2cccc(F)c2)C(=O)/C1=C/c1ccc(N2CCOCC2)cc1
→ -5	5	1	3	-11	2	1	-0.4	-3	-5
CCCCn1c(O)c(C(CC)=Nc2ccc(OC)cc2OC)c(=O)[nH]c1=O
→ 7	-1	3	2	1	-4	-2	-0.2	-4	6
CN(C)P1(=O)N(C)CCN1C
→ 0	4	-1	-7	-12	5	3	0.6	0	-14
Fc1cccc(-c2ccc3c(c2)CN(C(=S)NCCc2ccccc2)Cc2cnnn2-3)c1
→ -43	-3	-2	1	0	-1	5	-0.6	-2	-3
COC(=O)C1=C(c2ccc(F)cc2OCc2ccccc2)C[C@@H]2CC[C@H]1N2C(=O)NCCCOC(C)C
→ -1	3	1	4	-11	0	-3	0.1	2	-8
O=c1[nH]c(=O)n(Cc2ccco2)c(O)c1C=NCc1ccco1
→ -4	15*	-2	10	-4	6	2	0.0	12	23
Cc1cccc(-n2c(C)nc3cc(C(=O)N4CCC5(CC4)OCCO5)ccc32)c1
→ 5	-5	3	0	3	-1	1	0.0	10	10
Cn1cc(C(=O)OCC(=O)NC2(C#N)CCCC2)c2ccccc21
→ 0	-4	1	0	-1	-1	-3	-0.9	8	-3
Cc1ccc2c(c1)N(C(=O)CCC(=O)N1CCC3(CC1)OCCO3)CC(C)O2 (centres undefined)
→ 4	2	-8	-2	9	-3	-3	-0.6	-3	19
O=C(O)c1c[nH]c2ccc(S(=O)(=O)N(CCCl)CCCl)cc12
→ 3	0	-3	-2	-3	4	-6	0.1	2	1
CCSc1nnc(C(N)Cc2ccccc2)o1 (centres undefined)
→ -3	0	-1	0	2	-2	-1	0.0	0	-1
O=C1NC(=O)C(=Cc2ccc(Sc3ccccc3)o2)C(=O)N1
→ -8	3	0	19	-22	-2	-5	0.7	-1	5
CC12CCCCC1=NC(c1ccc(Br)cc1)N2O (centres undefined)
→ -1	-2	4	0	3	5	5	0.0	4	23
CC1(C)COC(Nc2cccc(Cl)c2)=N1
→ 0	3	-2	-1	6	0	-3	0.2	-4	-11
Cc1ccccc1C1=NCC(=O)N(CC(=O)NCc2ccco2)c2sc3c(c21)CCCC3
→ -9	1	-2	7	-7	1	-2	0.9	4	-2
CCN(CC)P(=O)(NC(=O)C(Cl)(Cl)Cl)N(CC)CC.[Cl-].[Cl-].[Cl-].[Nd+3]
→ 1&-6	0&-1	3&6	-2&-3	6&6	-2&3	5&8	-0.1&0.1	3&-4	2&7
